# Lipid storage S3: qHTS Assay for Lipid Storage Modulators in Drosophila S3 Cells; Drosophila S3 cells, BODIPY lipid droplet fluorescence, 18-24 h; cells fed with added oleic acid; Potency in µM for hits, for the others lipid storage change, negative = inhibition, % at the top dose, mostly 46.1 µM; actives 0.64% (n = 320,000); AID 2685; active = well fitted inhibition curve with a large enough effect in the signal ratio, with a control signal flat, not every such curve was filed as active; inconclusive = small, poorly fitted or top-dose-only effect, or effect the other way, or a change in a side signal; the % refers to the signal ratio
#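 Drosophila S3 cells loaded with oleic acid (400 uM, as added) and compounds at several concentrations; lipid droplets imaged by 488-nm laser-scanning cytometry, 500–530 nm intensity and object ratio to cell channel. Percent activity normalized to 20 uM Triacsin C.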
# Lipid storage S3 cell count max: second read-out of Lipid storage S3, no call of its own (marks repeat the call); cell number change, %; measured here: cell count max response;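 cells counted by Cell Tracker Red CMTPX staining in the red channel; peak over a dose series mostly up to 46.1 µM; percent activity relative to internal control wells on each plate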
# Starred values were filed as active, the others as inactive; i = inactive; u = inconclusive; x = no result given; [ ] = another dose, or the depositor's remark. % is set by controls: 0 for no effect and ±100 for the full control effect; potency is the fitted concentration of half-maximal effect. A portion of the library, so the mix of outcomes need not match the whole.
Molecule | Lipid storage S3 | Lipid storage S3 cell count max
Cc1ccc2[nH]c(=O)c(CN(CC3CCCO3)C(=O)c3ccncc3)cc2c1 (centres undefined) | u | x
CCC(C)NC(=O)c1cnn2c1NC(c1ccc3c(c1)OCO3)CC2C(F)(F)F (centres undefined) | u | x
OC(CNCC1COc2ccccc2O1)COCc1cccs1 (centres undefined) | 3% | -17
Cc1ccc(NC(=O)c2ccc(Cn3cc(Cl)cn3)o2)c(C)c1 | u | x
Cc1ccc(S(=O)(=O)N2CCCCC2)cc1NC(=O)COC(=O)Cc1ccc(Cl)cc1 | u | x
COc1ccc2nc(C)c3c(c2c1)OC(C(C)(Cl)Br)C3 (centres undefined) | 13% | -3
Cc1ccc(/C=N/NC(=O)C2CCN(Cc3ccc(F)cc3Cl)CC2)o1 | u | x
CCOc1cc(C(N)=O)cc(Cl)c1OCc1ccccc1 | u | x
COc1ccc(N2C(=O)CC(SCC(=O)O)C2=O)cc1 (centres undefined) | 0% | 1
COc1ccc(/C=C(\C#N)C(=O)OCC(=O)NCc2ccccc2Cl)cc1 | -3% | 0
COc1ccc(CNC(=O)C2CCN(C(=O)c3ccc(-c4ccccc4)cc3)CC2)cc1 | -19% | -17
COc1ccc(Cc2nc3ccc(C(=O)N4CCCC4)cc3o2)cc1OC | u | x
CCNc1nc(NCC)nc(Nn2cnnc2)n1 | u | x
CCCC(C(=O)NCc1ccco1)N(CC1CCCO1)C(=O)CNS(=O)(=O)c1ccc(F)cc1 (centres undefined) | u | x
COc1ccc(CN(Cc2cccnc2)C(=S)NCCc2ccccc2)cc1OC | -1% | 16
COc1ccc(C(C(=O)NC(C)(C)C)N(Cc2ccc(F)cc2)C(=O)CCC(=O)Nc2cc(C)on2)cc1 (centres undefined) | u | x
CCCNC(=S)N1CCN(CC)CC1 | u | x
O=C(Cn1nnc(-c2ccc(F)cc2)n1)Nc1cccc(S(=O)(=O)N2CCCC2)c1 | 26% | -17
O=C(CSc1nc(-c2ccccc2F)nc2nc[nH]c12)Nc1c(Cl)cc(Cl)cc1Cl | u | x
Cc1ccc(N2C(=O)c3ccccc3C2Nc2cccnc2)nc1 (centres undefined) | 22% | 13
CN(C)c1ccc(/C=N/N=C/c2ccccc2O)cc1 | -1% | -2
CN1CCN(NC(=O)c2ccc(Cl)cc2Cl)CC1 | u | x
Cc1nnc(SCC(=O)N(C)C2CCS(=O)(=O)C2)n1Cc1ccccc1 (centres undefined) | u | x
CCOC(=O)c1[nH]c2ccc(OC)cc2c1NC(=O)c1nonc1C | u | x
CC(C)=CCC/C(C)=C/C(=O)O | u | x
CC(CC(=O)NCC1CCCO1)c1ccccc1 (centres undefined) | 1% | 3
COc1ccc(NC(=O)Nc2ncn(Cc3cccc(C(F)(F)F)c3)n2)cc1OC | 0% | -17
CNC(=O)c1ccsc1NC(=O)C1CCN(S(=O)(=O)c2cccs2)CC1 | u | x
CN1CCN(C2CCN(Cc3ccc(O)c4ncccc34)CC2)CC1 | u | 9
O=C(NCCc1ccccc1)C(=O)NCC1OCCN1S(=O)(=O)c1cccs1 (centres undefined) | u | x

# A different layout for some results above.
structure: CCNc1nc(NCC)nc(Nn2cnnc2)n1
  Lipid storage S3 = u; Lipid storage S3 cell count max = x

structure: Cc1ccc(NC(=O)c2ccc(Cn3cc(Cl)cn3)o2)c(C)c1
  Lipid storage S3 = u; Lipid storage S3 cell count max = x

structure: CN1CCN(C2CCN(Cc3ccc(O)c4ncccc34)CC2)CC1
  Lipid storage S3 = u; Lipid storage S3 cell count max = 9

structure: O=C(CSc1nc(-c2ccccc2F)nc2nc[nH]c12)Nc1c(Cl)cc(Cl)cc1Cl
  Lipid storage S3 = u; Lipid storage S3 cell count max = x

# The list goes on.
Molecule | Lipid storage S3 | Lipid storage S3 cell count max
C=CCSC1=N/C(=C\c2ccc(C)o2)C(=O)S1 | u | x
Cn1c(=O)[nH]c(=O)c2c1nc(NCCO)n2CCOc1ccccc1 | 12% | 13
O=C(NCCSc1ncc(-c2ccc(F)cc2)[nH]1)c1ccc2c(c1)OCO2 | 6%[0.0737 µM] | x
COc1ccc2ccccc2c1CNc1nnnn1C | -13% | -10
COc1cc(Sc2ccc(C)cc2)c(OC)cc1N | -2% | 12
CCOc1ccc(N2CC(C(=O)NCc3ccc(F)cc3)CC2=O)cc1 (centres undefined) | i | x
COc1ccc(C(=O)c2cn[nH]c2-c2ccc(C)cc2O)cc1 | u | x
CN(C)C1(CNCC(O)c2ccccc2)CCCCC1 (centres undefined) | u | x
CN1CCN(Cc2cc(COCc3ccccc3)c3cccnc3c2O)CC1 | u | 5
CN(C)/C=N/c1nc(-c2ccc3ccccc3c2)cs1 | 10% | -6
CC(C)(C)n1nnnc1C(c1cccc(C#N)c1)N1CCCc2ccccc21 (centres undefined) | u | x
COc1ccccc1C1=NOC(Cn2c(NCCCO)nc3c2c(=O)n(C)c(=O)n3C)C1 (centres undefined) | 0% | -10
O=C(CCN1C(=O)/C(=C/c2ccccc2F)SC1=S)NCCCN1CCOCC1 | u | x
O=C(COc1ccc2c(-c3ccccc3)cc(=O)oc2c1)NCc1ccccn1 | u | x
O=C1C2C3C=CC(C3)C2C(=O)N1c1ccc2ccccc2c1 (centres undefined) | u | x
CN1C(CC(=O)Nc2ccc(Br)cc2)c2ccccc2CC1(C)C (centres undefined) | 1%[9.22 µM] | -2
Cc1cccc(NC(=O)c2ccc([N+](=O)[O-])s2)n1 | u | x
CC(C)c1ccc(OCC(=O)NNC(=S)NC(=O)c2ccco2)c(Br)c1 | 24% | -2
COc1cccc(S(=O)(=O)NCc2ccc(C(=O)NCc3ccccn3)cc2)c1 | u | x
Cc1c(-c2ccccc2)sc2nc[nH]c(=S)c12 | i | x
OC1CCCN(c2c3c(nc4cc(-c5cccc(Cl)c5)nn24)CCC3)C1 (centres undefined) | -25% | -11
COc1ccc(-n2nnc3c(=O)n(CC(=O)Nc4cc(C)on4)cnc32)cc1 | u | x
O=[N+]([O-])c1cccc(NC(=S)N2CCCC2)c1 | u | x
COc1ccc(/C=C(\NC(=O)c2ccccc2)C(=O)N2CCC(C)CC2)cc1 | u | x
Cc1noc(C)c1C(=O)Nc1nc2ccccc2s1 | u | x
CCOC(=O)c1ccc(CS(=O)c2ccc(Cl)cc2)o1 (centres undefined) | u | x
O=C(CCS(=O)(=O)c1ccc(Br)s1)N1CCc2ccccc21 | i | 6
O=C(NC(=S)NCc1nc2ccccc2[nH]1)c1ccccc1F | u | x
Cc1ccc(N(C(C)C(=O)Nc2ccc3c(c2)OCO3)S(C)(=O)=O)cc1 (centres undefined) | u | x
O=C(CCSc1ccc(F)cc1)NNC(=O)c1ccc([N+](=O)[O-])cc1 | u | x

# Shown field by field: 3 of the compounds above
SMILES: CN1C(CC(=O)Nc2ccc(Br)cc2)c2ccccc2CC1(C)C (centres undefined)
  Lipid storage S3: 1%[9.22 µM] | Lipid storage S3 cell count max: -2

SMILES: Cc1cccc(NC(=O)c2ccc([N+](=O)[O-])s2)n1
  Lipid storage S3: u | Lipid storage S3 cell count max: x

SMILES: CC(C)c1ccc(OCC(=O)NNC(=S)NC(=O)c2ccco2)c(Br)c1
  Lipid storage S3: 24% | Lipid storage S3 cell count max: -2

# New compounds follow
Molecule | Lipid storage S3 | Lipid storage S3 cell count max
CCN(CC)C(=O)C1CCCN(Cc2nc(-c3cnccn3)no2)C1 (centres undefined) | 2% | 5
CCc1cc2cccc(C)c2nc1SCC(=O)NNC(=O)c1ccco1 | -3% | -2
O=C(Nc1ccccc1N1CCOCC1)c1cccc(NS(=O)(=O)c2ccc(F)c(F)c2)c1 | u | x
CCN(CC)Cc1ccccn1 | u | x
CCOC(=O)C1(Nc2nccs2)Sc2ccccc2NC1=O (centres undefined) | u | x
Cc1c(O)ccc(C(=O)CN2CCN(c3ccccc3F)CC2)c1O | i | x
COc1ccc(/C=N\NC(=O)c2cc3c(ccc4ccccc43)o2)cc1O | i | -29
O=C(Nc1cc(Cl)cc(Cl)c1)c1cccnc1 | u | x
O=[N+]([O-])c1ccccc1S(=O)(=O)N1CCN(Cc2ccsc2)CC1 | -20%[9.22 µM] | -13
NC(=O)c1ccc(NC(=O)C2CCCC2)cc1 | -25% | 13
COc1ccc(NC(=O)Nc2c[nH]c(=O)[nH]c2=O)cc1 | -10% | 8
O=C1/C(=C/c2ccccc2Cl)SC(=S)N1CCC(=O)N1CCCCC1CCO (centres undefined) | u | x
CCOc1ccccc1CN1CCC(Oc2ccc(C(=O)NCc3ccccn3)cc2)CC1 | -4% | 9
CC(=O)N1CCc2cc(S(=O)(=O)NC(CC(C)C)C(=O)Nc3cc(C)ccn3)ccc21 (centres undefined) | u | x
O=S(=O)(Nc1ccc(-c2ccc(N3CCOCC3)nn2)cc1)c1ccc(Cl)c(Cl)c1 | u | x
COc1ccc(S(=O)(=O)NC2CCN(Cc3ccccc3)CC2)cc1NC(C)=O | u | x
CCn1c(SCC(=O)N/N=C/c2ccccc2OCC(=O)O)nnc1-c1ccc(OC)cc1 | 11% | 8
COC(=O)C(C)Sc1ncnc2c1c(-c1ccccc1)cn2-c1ccc(OC)cc1 (centres undefined) | -11% | -8
Cc1ccc(C(=O)Cc2ccccc2)o1 | u | x
O=C1Nc2cc(Cl)c(Cl)cc2N(O)N1c1ccc(Cl)c(Cl)c1 | u | x
CCOc1ccc(NS(=O)(=O)c2ccc(C(=O)N3CCN(C(C)=O)CC3)cc2)cc1 | i | -30
Cc1cc([N+](=O)[O-])ccc1NC(=O)CN1CCN(Cc2ccccc2)CC1 | u | x
CCOC(=O)c1cc(NC(=O)c2cccnc2)ccc1N1CCOCC1 | 3% | 4
Cn1nccc1NC(=O)Nc1ccc(OC(F)(F)F)cc1 | 24% | x
Cc1ccc(S(=O)(=O)N2[C@@H](c3ccc(F)cc3)C(C(=O)O)=CC[C@H]2c2cccc(Cl)c2)cc1 | u | x
COc1ccc2c(-c3ccccc3)cc(SCC(N)=O)nc2c1 | -19% | 1
NC(=O)C(NC(=O)OCc1ccccc1)c1ccccc1 (centres undefined) | u | x
Cc1ccc(S(=O)(=O)N2CCN(S(=O)(=O)c3ccccc3)C2c2ccc(N(C)C)cc2)cc1 (centres undefined) | u | x
C=CCn1c(CCNC(=O)c2cccs2)nnc1SCC(=O)c1ccc(Br)cc1 | u | x
O=C(NCc1ccccc1F)C1CCCN1S(=O)(=O)c1ccc(Cl)cc1 (centres undefined) | u | x

# The results go on:
# Second line of a record: Lipid storage S3, Lipid storage S3 cell count max
- CC(C)Cn1c(-c2ccccc2)nc2ccccc2c1=O
→ 2%, -7
- CCn1c(SCC(=O)NCc2cccs2)nnc1-c1ccncc1
→ 15%, 2
- COc1ccc(NC(=S)Nc2cccc(C)n2)cc1
→ 13%, 6
- Cc1ccc(C)c2[nH]c(=O)c(CCNC(=O)C(C)(C)C)cc12
→ u, x
- COc1ccc(CNC(=O)[C@]2(C)CCC[C@@]3(C)C4CC[C@@]5(C)C[C@]4(CCC32)CC5=O)cc1 (some centres undefined)
→ u, x
- COC(=O)Cn1cccc1C(=O)c1ccccc1
→ u, x
- O=C(NNC(=S)Nc1ccccc1Cl)c1ccccc1Br
→ -8%, -6
- CCOC(=O)CSc1nc(N2CCOCC2)c2c(c1C#N)CC(C)(C)N(C)C2
→ u, x
- Cc1cc(=O)nc2c3ccccc3n(CC(=O)Nc3ccccc3Br)n12
→ u, x
- CCCSc1ccc(C(=O)Nc2ccc(F)cc2F)cn1
→ u, x
- CCN(CC1COc2ccccc2O1)C(=O)c1ccc(Cl)c(S(=O)(=O)N2CC(C)OC(C)C2)c1 (centres undefined)
→ u, x
- Nn1cnnc1N/N=C/c1ccc(Cl)c([N+](=O)[O-])c1
→ 20%, -23
- CS(=O)(=O)N1CCN(C(=O)CSc2ccccc2)CC1
→ u, x
- COc1ccc([C@H]2Cc3cccc(O)c3C(=O)O2)cc1O
→ u, x
- Cc1nn(Cc2ccccc2)c(C)c1C(=O)OCC(=O)c1cc(C)n(C2CC2)c1C
→ i, -9
- COCCNC(=O)/C(C#N)=C/c1ccc(N2CCOCC2)o1
→ 12%, -2
- O=C(NCCCN1CCOCC1)c1ccc(CS(=O)(=O)c2cccc(C(F)(F)F)c2)o1
→ 11%, -15
- CCOc1ccccc1CNCCNCC(C)O (centres undefined)
→ -2%, 1
- O=C(CCCCCNc1nc(=S)[nH]c2ccccc12)NCCc1c[nH]c2ccccc12
→ u, x
- CC(=O)OCC(=O)[C@@]1(O)CC[C@H]2[C@@H]3CCC4=CC(=O)C=C[C@]4(C)[C@@]3(Cl)[C@@H](Cl)C[C@@]21C
→ u, x
- O=C(NC1CCS(=O)(=O)C1)c1cccs1 (centres undefined)
→ i, x
- O=C(NCCc1ccc(F)cc1)N[C@@H](Cc1ccccc1)C(=O)O
→ u, x
- O=C(CSc1ccc2nnc(-c3ccc(Cl)cc3)n2n1)N1CCCC1
→ i, x
- Cc1c(C(=O)NCc2ccccc2Cl)oc2c1C(=O)CCC2
→ 1%, -3
- COc1ccc2c(c1)C1NC(=S)NC(C)(O2)C1C(=O)Nc1ccccc1C (centres undefined)
→ 15%, 0
- COc1ccc(CCNC(=O)CCCCC(=O)NCCc2ccc(OC)cc2)cc1
→ u, x

# 4 compounds picked at random from those above:
# Second line of a record: Lipid storage S3, Lipid storage S3 cell count max
- O=C(NCCCN1CCOCC1)c1ccc(CS(=O)(=O)c2cccc(C(F)(F)F)c2)o1
→ 11%, -15
- Cc1c(C(=O)NCc2ccccc2Cl)oc2c1C(=O)CCC2
→ 1%, -3
- CCOc1ccccc1CNCCNCC(C)O (centres undefined)
→ -2%, 1
- COCCNC(=O)/C(C#N)=C/c1ccc(N2CCOCC2)o1
→ 12%, -2

# Screening results deposited in PubChem BioAssay by National Center for Advancing Translational Sciences (NCATS).
